PABP1 MLLE inh – inhibitors of microRNA-mediated deadenylation, human PABP1 MLLE binding; inhibition, % at 20 µM; GST-MLLE / FITC-PAM2 fluorescence polarization; hit rate 0.36% among 360,000; AID 588489; in the data active = inhibition above about 35%, passing the limit was not always enough;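 also: plate controls were DMSO wells with GST-MLLE for no effect and wells lacking GST-MLLE protein for full effect; some results filed as inactive read as strong as hits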
E coli Lon inh – inhibits E. coli Lon protease | P0A9M0 | hit rate 0.42% among 360,000 | inhibition, % at 7.94 µM | purified E. coli Lon protease, fluorescence polarization; in the data active = inhibition above about 13%, passing the limit was not always enough;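 also: 0% = enzyme with probe and DMSO and 100% = no enzyme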
Target sequence (P0A9M0 whole entry, looked up): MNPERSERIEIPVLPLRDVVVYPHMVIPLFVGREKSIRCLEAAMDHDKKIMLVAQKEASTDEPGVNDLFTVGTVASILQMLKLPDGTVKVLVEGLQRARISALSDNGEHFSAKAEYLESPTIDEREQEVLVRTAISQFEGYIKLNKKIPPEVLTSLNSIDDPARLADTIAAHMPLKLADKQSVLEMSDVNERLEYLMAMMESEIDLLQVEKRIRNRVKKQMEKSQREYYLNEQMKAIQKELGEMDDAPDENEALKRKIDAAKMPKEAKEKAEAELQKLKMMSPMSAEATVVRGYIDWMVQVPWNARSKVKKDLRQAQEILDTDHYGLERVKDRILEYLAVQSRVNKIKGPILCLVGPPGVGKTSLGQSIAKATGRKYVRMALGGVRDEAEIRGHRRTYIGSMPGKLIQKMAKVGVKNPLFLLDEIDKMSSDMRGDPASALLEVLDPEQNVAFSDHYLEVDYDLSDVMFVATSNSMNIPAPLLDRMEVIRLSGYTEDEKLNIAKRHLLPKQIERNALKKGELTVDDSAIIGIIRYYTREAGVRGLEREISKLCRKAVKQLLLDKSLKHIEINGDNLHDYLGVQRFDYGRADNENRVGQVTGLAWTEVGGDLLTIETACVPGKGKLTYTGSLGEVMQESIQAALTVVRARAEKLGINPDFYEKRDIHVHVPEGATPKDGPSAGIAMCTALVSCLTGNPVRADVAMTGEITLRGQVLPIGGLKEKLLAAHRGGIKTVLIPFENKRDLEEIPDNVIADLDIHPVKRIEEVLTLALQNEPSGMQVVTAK
FAS TE block – blocks the thioesterase domain of human fatty acid synthase; P49327; recombinant FAS-TE, OMFH fluorogenic substrate, fluorescence endpoint; inhibition, % at 15 µM; hit rate 0.67% among 360,000; AID 602261;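 active = compounds whose normalised, plate-corrected inhibition of enzyme fluorescence in the single-dose primary screen is 50% or more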;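 also: 0% = DMSO with enzyme and 100% = substrate without enzyme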
TbMetRS inhib – blocks T. brucei methionyl-tRNA synthetase activity. purified T. brucei MetRS, ATP depletion, Kinase-Glo luminescence. inhibition, % at 11.9 µM. hit rate 0.4% among 360,000;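 active = inhibition above a per-plate cutoff of the control wells' mean inhibition plus 3 SD, cut at about 5.5% in these data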;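 also: 0% = DMSO wells median and 100% = median of wells with control inhibitor compound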
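Measured by: Kinase-Glo luciferase luminescence reporting remaining unconsumed ATP. Material: purified T. brucei MetRS enzyme. Doses: 11.9 µM compound single dose, 0.9% DMSO. Medium: HEPES buffer containing pyrophosphatase, BSA, spermine, DTT. Times: 15 min preincubation, 2 h reaction, all 25 °C. Reagent: methionine, ATP and bulk E. coli tRNA.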
CSN deneddyl inh – inhibitors of human CSN-mediated cullin deneddylation. inhibition, % at 12.5 µM. Purified CSN, SCF-Nedd8-OG deneddylation, fluorescence polarization. hit rate 0.38% among 360,000. AID 651999;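 active = pattern-corrected inhibition above about 35%, with an unprinted fluorescence ratio check between 0.5 and 1.5, limit read from the data, passing the limit was not always enough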;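 also: 0% = enzyme with substrate and 100% = substrate without enzyme; some results filed as inactive read as strong as hits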
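test system = HEK293T-derived human Csn5 enzyme | amount = 0.24 nM Csn5 enzyme, final concentration | medium = Tris/NaCl/DTT buffer, pH 7.5 | schedule = 90 min reaction at room temperature | signal = FP | evaluation = inhibition of Csn5 cleavage, % | compound dosing = single dose of 12.5 µM compound with 0.25% DMSO | probe or stimulus = 10 nM SCFSkp2-Nedd8OG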
MsrA inh – bovine MsrA inhibition; purified bovine MsrA, absorbance read-out; inhibition, % at 15.5 µM; hit rate 0.75% among 360,000; AID 651718; in the data active = inhibition above about 4.5%;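 also: 0% = vehicle wells with enzyme and 100% = reference inhibitor wells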
MsrA act – activates bovine MsrA enzyme. purified bovine MsrA, absorbance read-out. activation, % at 10.6 µM. hit rate 0.3% among 360,000; in the data active = activation above about 7.5%;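 also: 0% = vehicle and 100% = reference activator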
Neddylation inh – cullin neddylation inhibition; P61081+Q13564; TR-FRET cullin neddylation, biochemical; calls only at 25 µM; hit rate 0.58% among 360,000; AID 651699; in the data active = inhibition above about 36%
Rin1 Abl inh – human Rin1-Abl interaction inhibition | TR-FRET Rin1/Abl binding, biochemical | AID 588664 | inhibition, % at 7.35 µM | hit rate 0.4% among 360,000; in the data active = inhibition above about 5%, passing the limit was not always enough
An asterisk follows results filed as active; i = inactive.

#	mol	PABP1 MLLE inh	E coli Lon inh	FAS TE block	TbMetRS inhib	CSN deneddyl inh	MsrA inh	MsrA act	Neddylation inh	Rin1 Abl inh
1	O=C(CSc1ccc([N+](=O)[O-])cn1)Nc1ccccc1N1CCOCC1	11	2	22	0.4	-3	1.3	-1	i	0
2	Cc1ccc(-n2ncc3c(NCc4ccccc4)ncnc32)cc1	-6	8	-2	-0.2	8	0.5	0	i	4
3	CN1CCN(S(=O)(=O)Cc2ccc(Cl)cc2)CC1	4	8	-3	0.4	-7	-0.1	-3	i	0
4	O=C(Cc1cccs1)NNC(=S)NCc1ccc(Cl)cc1	-43	1	-1	0.0	5	-0.5	0	i	-4
5	CC1CN(S(=O)(=O)c2cccc(-c3csc(-c4ccccc4)n3)c2)CC(C)O1 (stereo not drawn)	7	5	33	-2.2	-1	0.1	0	i	-1
6	COc1ccc(S(=O)(=O)NN=C2CCCC2)cc1	0	0	-4	-0.3	-4	1.3	0	i	1
7	CCOC(=O)C1=CCN(S(=O)(=O)c2ccccc2C)C1c1ccc(Cl)cc1 (stereo not drawn)	12	-1	26	-0.4	-1	-0.5	-1	i	3
8	CCOc1ccc(NC(=O)CCC(=O)NNC(=O)COc2ccccc2C)cc1	5	-6	-3	0.5	-4	2.6	-2	i	3
9	C#CCOCCOCCOCCNc1nc(N2CCN(C(=O)[C@H](CCCCN)n3cc([C@@H](N)CC(N)=O)nn3)CC2)nc(N2CCN(C(=O)[C@H](CCCCN)n3cc([C@@H](N)CC(N)=O)nn3)CC2)n1	-9	20	-10	-0.6	3	1.0	-8	i	1
10	Cc1cccc(N2CCN(C(=O)CCCn3c(=S)[nH]c4cc5c(cc4c3=O)OCO5)CC2)c1C	-20	0	30	-0.7	1	0.7	-2	i	6
11	Cc1ccc(C)c(S(=O)(=O)N2CCN(C(=O)C(C)Sc3ccccc3)CC2)c1 (stereo not drawn)	5	-3	11	-0.8	1	0.6	-6	i	5
12	CC(=O)c1cccc(-c2ccnc3c2CC(C(=O)NCc2cccs2)O3)c1 (stereo not drawn)	9	-2	0	-0.6	2	0.4	-11	i	3
13	O=Cc1c(NCc2ccco2)nc2ccccn2c1=O	5	7	2	-0.5	1	3.3	-4	i	-7
14	Cc1cc(C)[n+]2[nH]c(N)c(N=Nc3ccccc3)c2n1	-10	1	2	-0.5	-1	1.2	-7	i	-6
15	CC(=O)Nc1ccc(-c2ccnc3c2CC(C(=O)NCc2ccc(N4CCN(C)CC4)cc2)O3)cc1 (stereo not drawn)	20	-10	-7	-0.2	6	0.6	-2	i	14*
16	Cc1ccc(S(=O)(=O)NCCCCCC(=O)Nc2cccc(C)c2)cc1	18	3	6	-0.2	-3	0.6	-3	i	1
17	NC1=C([N+](=O)[O-])C(c2ccc(F)cc2)C2=C(CCCC2=O)O1 (stereo not drawn)	-53	-12	-13	-0.5	6	2.0	-12	i	-2
18	CCOC(=O)C1CCCN(C(=O)c2cc(Nc3ccc(OC)c(OC)c3)nc3ccccc23)C1 (stereo not drawn)	5	-10	-1	-1.1	-3	0.4	-6	i	-2
19	Cc1ccc(S(=O)(=O)CC(=O)N(CCCN2CCOCC2)c2nc3c(F)cccc3s2)cc1	-1	5	17	-0.2	-3	0.1	-3	i	-2
20	COc1ccc(S(=O)(=O)N2CCCC(C(=O)NCC3CCCO3)C2)cc1OC (stereo not drawn)	-12	-5	-7	-0.3	2	1.4	-4	i	3
21	COc1ccc(C(=O)NNC2=C(C(=O)C(F)(F)F)CCC2)cc1	1	3	14	0.1	2	-0.7	-4	i	-2
22	CCC(c1nnnn1CCOC)N1CCN(Cc2ccccc2)CC1 (stereo not drawn)	-15	4	-5	-1.6	-3	-1.1	-2	i	-3
23	COc1ccc(-c2nc(CS(=O)(=O)CC(=O)NCCCN3CCOCC3)c(C)o2)cc1	-2	0	-9	-0.1	-4	1.0	-2	i	2
24	COc1ccc(NC(=O)CSCc2ccc([N+](=O)[O-])cc2)cc1OC	4	4	-4	-0.8	-3	1.6	-3	i	0
25	COc1ccc(CN(C(=O)/C=C/C(=O)c2ccc(OC)cc2O)C(C(=O)NC2CCCCC2)c2ccncc2)cc1 (stereo not drawn)	-1	8	22	0.6	2	-0.6	-3	i	0
26	C/C(=N/NC(=O)C1CC1(c1ccccc1)c1ccccc1)c1ccco1 (stereo not drawn)	-5	0	15	-0.3	-1	0.6	4	i	3
27	O=C(CN1CCC(Cc2ccccc2)CC1)NCCc1ccc(F)cc1	7	0	6	-0.9	-5	-0.1	-9	i	-4
28	CCOC(=O)c1ccn(S(=O)(=O)c2ccc(C)cc2)c1-c1ccccc1	14	11	11	0.1	-4	-0.7	-2	i	2
29	CCOc1ccc(-c2cc(N)n(S(=O)(=O)c3ccc(OC)cc3)n2)cc1	-9	-3	23	-0.3	-6	0.0	0	i	2
30	N#CC1(Cc2ccccc2)c2ccccc2C=CN1C(=O)c1ccccc1 (stereo not drawn)	-2	-13	27	-0.9	0	-0.9	6	i	3
31	Cc1cccc(N2CCN(S(=O)(=O)c3ccc4c(c3)CCN4C(=O)CCC(=O)O)CC2C)c1 (stereo not drawn)	-3	-8	-5	0.2	0	0.0	-3	i	-1
32	Cc1c(NC(=O)c2c(N)sc3c2CCCC3)c(=O)n(-c2ccccc2)n1C	-27	0	-10	0.3	15	0.5	-3	i	3
33	C#CC(=O)CC1(CN(Cc2ccccc2)C(=O)OC(C)(C)C)CCCCC1	-15	-15	23	-0.1	13	0.2	-1	i	5
34	Cn1c(N2CCCC2)nc2c1c(=O)n(Cc1ccc(F)cc1)c(=O)n2C	0	-1	8	-1.1	3	0.0	1	i	0
35	Cc1ccc(/C=C/C(=O)OCC(=O)N(CC(C)C)c2c(N)n(Cc3ccccc3)c(=O)[nH]c2=O)o1	-22	-3	-10	-0.9	0	2.8	-10	i	1
36	O=C(O)c1ccc(Nc2nc(-c3cccnc3)cs2)cc1	15	-1	-4	-0.6	-2	0.1	-4	i	-2
37	CSc1ccc(/C=N/NC(=O)CN2CCN(Cc3ccccc3)CC2)cc1	-1	3	-4	0.2	-2	4.0	-4	i	-5
38	Cc1ccc(NC(=O)CN2CCCC2c2cccs2)cc1S(=O)(=O)N1CCCCC1 (stereo not drawn)	-4	-1	19	-0.6	3	0.4	-5	i	5
39	CCC(C)NC(=O)c1ccccc1NC(=O)C(C)N(c1ccccc1)S(C)(=O)=O (stereo not drawn)	-5	-9	-10	-1.5	-1	-0.5	-8	i	3
40	COC(=O)C(C)N1CCC(=O)c2ccccc2S1(=O)=O (stereo not drawn)	7	-7	-10	-0.2	-4	-0.3	-1	i	4
41	CCN(CC)C(=S)SC1CCCCN(C(=O)c2ccc(F)cc2)C1=O (stereo not drawn)	3	-2	13	-0.6	5	-1.2	-3	i	-3
42	COc1ccc(/C=C/C(=O)NC(=S)Nc2ccc(Br)cn2)cc1	14	6	1	-0.9	0	-0.5	-5	i	1
43	CC(=O)c1cccc(NC(=O)C2Cc3c(-c4cccc(C(N)=O)c4)ccnc3O2)c1 (stereo not drawn)	-7	-2	-10	-0.2	5	0.0	-1	i	1
44	COCCSc1ccccc1C(=O)N1CCCC(C)C1 (stereo not drawn)	5	2	-1	-0.6	-3	-0.2	1	i	4
45	C=CCN(Cc1cn(C)nc1-c1cccc(Cl)c1)C1CCS(=O)(=O)C1 (stereo not drawn)	7	-3	2	-0.5	2	-0.6	-1	i	0
46	O=C(CSc1nc(=O)n(CCN2CCOCC2)c2c1CCCC2)Nc1cccc([N+](=O)[O-])c1	8	-7	15	-0.4	1	2.2	0	i	-5
47	Cc1cccc(C(=O)Nc2c(C(=O)N(C)C)cnn2-c2ccccc2)c1	9	4	-6	-0.3	-2	0.4	-8	i	3
48	Cc1cc(C)c(S(=O)(=O)Nc2ccccn2)c(C)c1	8	5	-2	-0.2	0	-1.2	-3	i	-1
49	O=C(NCc1ccc2c(c1)OCO2)c1ccc(NS(=O)(=O)c2ccc3c(c2)OCCO3)cc1	-9	-3	-1	-1.1	-6	1.2	-14	i	-3
50	COc1ccc(C2=NOC(C(=O)Nc3cc(C)on3)C2)cc1 (stereo not drawn)	-6	5	2	-0.3	1	-0.4	-2	i	-2

Further results follow.
#	mol	PABP1 MLLE inh	E coli Lon inh	FAS TE block	TbMetRS inhib	CSN deneddyl inh	MsrA inh	MsrA act	Neddylation inh	Rin1 Abl inh
51	CCOc1ccc(NC2CCN(C(C)=O)CC2)cc1	0	3	-7	0.4	-3	1.0	1	i	3
52	CC1(C(=O)NCc2cccc3ccccc23)CCN1Cc1ccc2ccccc2c1 (stereo not drawn)	1	-7	29	-0.2	-2	-0.2	5	i	-3
53	COc1cc(C2c3c(oc4ccccc4c3=O)C(=O)N2c2ccc(C)cn2)ccc1O (stereo not drawn)	-12	6	-3	-0.7	-5	1.6	-7	i	-2
54	CNC(=O)C(=O)NCC1OCCN1S(=O)(=O)c1ccc2c(c1)OCCO2 (stereo not drawn)	-7	-13	-10	-0.3	3	0.8	-2	i	1
55	Cc1cccc(C)c1NC(=S)N(Cc1ccccc1)Cc1cccnc1	2	6	1	-1.5	-1	-0.9	-8	i	0
56	O=C1C=CC(=O)c2c(O)c(CO)c(CO)c(O)c21	140	134	6	0.2	-7	0.9	-8	i	20*
57	C[C@H](CO)N1C[C@H](C)[C@@H](CN(C)C(=O)Nc2cccc(F)c2)Oc2ncc(Br)cc2C1=O	10	5	-8	-1.8	0	-0.1	-11	i	0
58	C[C@@H]1C[C@H](Nc2ccccc2)c2ccccc2N1C(=O)c1cccnc1	-5	-3	2	-1.9	-6	-0.9	-13	i	2

Reformatted with one line to a screen: part of the list above
(50) COc1ccc(C2=NOC(C(=O)Nc3cc(C)on3)C2)cc1 (stereo not drawn)
(51) CCOc1ccc(NC2CCN(C(C)=O)CC2)cc1
(52) CC1(C(=O)NCc2cccc3ccccc23)CCN1Cc1ccc2ccccc2c1 (stereo not drawn)
(53) COc1cc(C2c3c(oc4ccccc4c3=O)C(=O)N2c2ccc(C)cn2)ccc1O (stereo not drawn)
(54) CNC(=O)C(=O)NCC1OCCN1S(=O)(=O)c1ccc2c(c1)OCCO2 (stereo not drawn)
(55) Cc1cccc(C)c1NC(=S)N(Cc1ccccc1)Cc1cccnc1
(56) O=C1C=CC(=O)c2c(O)c(CO)c(CO)c(O)c21

compound no.	50	51	52	53	54	55	56
PABP1 MLLE inh	-6	0	1	-12	-7	2	140
E coli Lon inh	5	3	-7	6	-13	6	134
FAS TE block	2	-7	29	-3	-10	1	6
TbMetRS inhib	-0.3	0.4	-0.2	-0.7	-0.3	-1.5	0.2
CSN deneddyl inh	1	-3	-2	-5	3	-1	-7
MsrA inh	-0.4	1.0	-0.2	1.6	0.8	-0.9	0.9
MsrA act	-2	1	5	-7	-2	-8	-8
Neddylation inh	i	i	i	i	i	i	i
Rin1 Abl inh	-2	3	-3	-2	1	0	20*

(57) C[C@H](CO)N1C[C@H](C)[C@@H](CN(C)C(=O)Nc2cccc(F)c2)Oc2ncc(Br)cc2C1=O
(58) C[C@@H]1C[C@H](Nc2ccccc2)c2ccccc2N1C(=O)c1cccnc1

compound no.	57	58
PABP1 MLLE inh	10	-5
E coli Lon inh	5	-3
FAS TE block	-8	2
TbMetRS inhib	-1.8	-1.9
CSN deneddyl inh	0	-6
MsrA inh	-0.1	-0.9
MsrA act	-11	-13
Neddylation inh	i	i
Rin1 Abl inh	0	2
